CaV13 FRET inh: Primary screen for inhibitors of IQ motif and Ca2+-dependent inactivation inhibitor domain binding in CACNA1D, Förster resonance energy transfer in living cells, …; 340,000 compounds, 0.098% hits; HEK cells, CFP/YFP FRET ICDI-IQ, plate reader, 10 min; percent FRET-ratio fall versus neutral wells; inhibition, % at 12.3 µM;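 active means mean replicate inhibition of at least 30% and at least 1% of replicates passing that level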;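 further: 0% = median of the neutral control wells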
Shn3 3UTR inh: Schnurri-3 reporter inhibition in Clone20 osteoblasts | Clone20 osteoblast Shn3 3'UTR firefly luciferase, 24 h | inhibition, % at 12.5 µM | 360,000 compounds, 0.52% hits | AID 588674;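 active means mean inhibition of at least 75% with every replicate also reaching 75%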;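 further: 0% = median of neutral control wells and 100% = pilot-screen positive control compound; some compounds past the cut are filed as inactive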
NR2E3 ag-1: human photoreceptor-specific nuclear receptor agonism; Q9Y5X4; CHO-S Gal4-NCOR/VP16-NR2E3 two-hybrid, luciferase; inhibition of corepressor binding, % at 3.98 µM; 360,000 compounds, 0.35% hits; AID 602229;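 active means inhibition above the mean of all tested compounds plus 3 SD, cut at about 70% in these data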;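 further: 0% = DMSO with NR2E3 transfected cells and 100% = cells lacking NR2E3 construct; higher means lower luciferase signal from less NR2E3 corepressor binding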
Target sequence (Q9Y5X4 whole entry, looked up, the tested form may be a part): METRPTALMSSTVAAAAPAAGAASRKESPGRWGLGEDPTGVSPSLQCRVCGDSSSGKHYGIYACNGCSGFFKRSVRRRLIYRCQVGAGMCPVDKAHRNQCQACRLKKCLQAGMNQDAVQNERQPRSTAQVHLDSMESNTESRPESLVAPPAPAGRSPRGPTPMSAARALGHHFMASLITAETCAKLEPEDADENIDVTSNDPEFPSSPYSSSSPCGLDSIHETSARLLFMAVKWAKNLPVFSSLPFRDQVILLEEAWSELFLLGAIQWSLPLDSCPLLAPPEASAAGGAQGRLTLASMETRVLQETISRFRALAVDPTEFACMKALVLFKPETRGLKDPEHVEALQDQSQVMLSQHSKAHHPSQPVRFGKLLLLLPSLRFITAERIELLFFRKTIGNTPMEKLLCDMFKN
HTR2A ag: agonists of mouse serotonin 5-HT2A receptor (HTR2A); P35363; CHO-K1 mHTR2A beta-arrestin complementation, luminescence; percent of 30 µM serotonin response; activation, % at 7.6 µM; 360,000 compounds, 0.66% hits; AID 624169;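 active means activation above a run cutoff, the mean activation of all tested compounds plus 3 SD, cut at about 14% in these data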;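 further: 0% = plate median of compound wells and 100% = 30 µM serotonin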
H9c2 protect: myocardial damage modulation in H9c2 cells | H9c2 cardiomyocytes, H2O2 injury protection, ATPLite, 2 h | protection from H2O2 cell death, % at 20 µM | 360,000 compounds, 0.63% hits;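 active means compounds giving at least 50% protection of heart cells from peroxide-induced death in the single-dose screen, raw or plate-pattern-corrected value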;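 further: 0% = DMSO wells with peroxide and 100% = DMSO wells without peroxide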
NR2E3 ag-2: agonists of human nuclear receptor NR2E3; inhibition of corepressor binding, % at 4.78 µM; AID 2300; 320,000 compounds, 0.12% hits; Q9Y5X4; GST-NR2E3/biotin-RetCOR TR-FRET, 1536-well;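 active means percent inhibition above the cutoff of mean plus 3 SD of all tested compounds, set per screening campaign, cut at about 20% in these data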;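 further: 0% = DMSO wells and 100% = biotin wells as full block of FRET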
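System: GST-NR2E3 and biotin-RetCOR proteins; probe or stimulus: 7 nM biotin-RetCOR; doses: compound at 4.8 µM, single dose; schedule: Compound–protein incubation for 5 h at 4 °C; detection: time-resolved FRET; read-out: percent inhibition; controls: biotin wells as high control, 0.6% DMSO wells as low control; format: 1536-well plates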
iPSC survival up: hiPSC single-cell survival enhancement; ATPlite luminescence; 100% = ROCK inhibitor wells, 0% = DMSO; survival enhancement, % at 20 µM; 360,000 compounds, 0.044% hits; AID 602274; in the data active means survival enhancement above about 18%;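 further: cells exposed to compounds for 16 hours before the ATP read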
PDI inh: inhibitors of human protein disulfide isomerase; PDI insulin aggregation turbidity, A650, 90 min; inhibition, % at 10 µM; P07237; 350,000 compounds, 0.052% hits;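 active means mean inhibition across replicates of 30% or more, whatever share of single replicates reach that level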;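 further: absorbance from insulin aggregation driven by PDI reduction with DTT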
Target sequence (P07237 whole entry, looked up): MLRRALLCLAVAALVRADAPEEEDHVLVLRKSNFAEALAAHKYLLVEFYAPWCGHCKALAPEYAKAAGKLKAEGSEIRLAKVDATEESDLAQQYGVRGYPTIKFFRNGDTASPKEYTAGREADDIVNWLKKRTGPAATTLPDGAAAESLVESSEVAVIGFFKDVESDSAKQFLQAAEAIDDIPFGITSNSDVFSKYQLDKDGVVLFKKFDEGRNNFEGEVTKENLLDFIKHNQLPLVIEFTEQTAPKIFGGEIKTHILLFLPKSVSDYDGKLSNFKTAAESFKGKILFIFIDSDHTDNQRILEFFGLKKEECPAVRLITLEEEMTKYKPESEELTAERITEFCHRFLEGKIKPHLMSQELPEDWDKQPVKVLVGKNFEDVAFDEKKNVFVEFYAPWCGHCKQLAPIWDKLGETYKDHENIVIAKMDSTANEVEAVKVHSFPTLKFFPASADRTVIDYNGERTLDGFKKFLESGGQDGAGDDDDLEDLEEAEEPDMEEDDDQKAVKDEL
Peg3 promoter: Peg3 promoter activity inhibition; inhibition, % at 20 µM; 360,000 compounds, 1.7% hits; HeLa PEG-Prom luciferase reporter, luminescence, overnight;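 active means inhibition of at least 50% at 20 µM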
HIF-2a inh: inhibitors of HIF-2a; 786-0 RCC cells HIF-2a reporter, luciferase luminescence, overnight; inhibition, % at 18.8 µM; 360,000 compounds, 0.72% hits;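 active means inhibition of the luminescence signal of 40% or more relative to plate controls, in a single-dose primary screen at 18.75 µM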
TRPM1 prom inh: MITF TRPM1 promoter inhibition in SK-MEL-5 cells. SK-MEL-5 TRPM1 promoter luciferase, 24 h. inhibition, % at 12.5 µM. 330,000 compounds, 0.83% hits. AID 488899;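 active means mean inhibition across replicates of 60% or more, whatever share of single replicates reaches that level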; further: values of inactives mirror those of a sister screen read the other way
Active calls of the source: *; / = no result given.

SMILES	CaV13 FRET inh	Shn3 3UTR inh	NR2E3 ag-1	HTR2A ag	H9c2 protect	NR2E3 ag-2	iPSC survival up	PDI inh	Peg3 promoter	HIF-2a inh	TRPM1 prom inh
Cc1ccc2nc(-c3ccncc3)cc(C(=O)Nc3ccc(F)cc3C)c2c1	-6	-5	-13	3	2	3	-0.4	-1	11	8	8
CCCc1cc(=O)oc2cc(OCc3ccc(C(=O)O)o3)ccc12	-4	-11	-59	-7	-1	1	0.8	-13	-18	-9	-18
CCCSCCCNC(=O)CC1Oc2ccccc2NC1=O (configuration not stated)	7	1	5	5	-1	0	2.2	-1	-7	9	8
COc1ccccc1/C=N\N=C(\N)c1ccccn1	-5	-87	-130	0	-1	2	0.9	6	-309	-261	-36
O=C1c2cccnc2C(=O)N1c1cccc([N+](=O)[O-])c1	-21	1	7	1	0	-3	0.0	11	4	17	-14
O=C(NC(=S)Nc1ccccc1[N+](=O)[O-])c1ccccc1	1	-26	-75	-4	-9	1	-0.2	-4	-185	-312	-60
CC(C)CC1NC2(C(=O)N(C)c3ccccc32)C2C(=O)N(C(C)C)C(=O)C12 (configuration not stated)	-7	-1	2	1	12	5	0.2	3	6	9	-2
C=CCn1c(SCc2ccccc2F)nc2cc(C(=O)O)ccc2c1=O	-4	5	13	-3	10	3	0.7	-1	25	2	-2
Cc1ccc(C)c(C(=O)CCC(=O)N2CCN(c3cccc(C(F)(F)F)c3)CC2)c1	-2	-2	12	-3	-9	-2	0.6	5	25	-14	-5
CC(=O)NCCOc1nc(N(C)C)nc(N2CCOCC2)n1	-5	-11	-25	3	-5	-5	0.8	-2	17	2	8
Cc1cc(=O)[nH]c(-c2ccccc2)n1	-4	8	-6	-2	6	1	-2.1	0	9	8	9
CS(=O)(=O)Cc1cc(N2CCCC2)nc(-c2ccccc2)n1	-5	8	3	3	0	8	-0.6	-1	6	11	12
C/C(=N\NC(=O)CC(C)C)c1ccc(Cl)c(Cl)c1	-3	-12	-31	2	-15	-4	-1.5	10	-42	-86	-31
O=C(Cc1c(F)cccc1Cl)Nc1cc(S(=O)(=O)N2CCOCC2)ccc1N1CCCC1	-7	-1	-7	0	-2	/	0.2	19	5	4	8
O=C(NC1CCN(Cc2ccccc2)C1)c1cccc(S(=O)(=O)N2CCOCC2)c1 (configuration not stated)	-7	-2	-24	-10	6	/	-0.1	-4	6	9	4
COc1cccc(NC(=O)CN(C)C(=O)c2cn(-c3ccccc3)nc2-c2cccnc2)c1	-6	12	-2	-5	26	-2	5.5	0	-2	-9	-16
COCCNC(=O)c1cc2cc3ccc(OC)cc3nc2o1	-19	-16	-18	9	0	2	-0.4	5	-107	-90	-49
CC(c1ccccc1F)n1cc(C(=O)NCCCc2nc3ccccc3[nH]2)nn1 (configuration not stated)	-4	13	-14	-2	3	-1	-0.4	-1	27	18	-14
O=C1/C(=C/c2cccnc2)SC(=NCc2ccccc2)N1Cc1ccccc1	-3	20	-35	-2	-1	10	4.6	0	15	8	10
C[C@@H]1OC(Nc2ccc(N=Nc3ccccc3)cc2)[C@H](O)[C@H](O)[C@H]1O (some centres not stated)	-20	0	-81	-1	3	1	-0.3	-27	-93	-116	-15
c1csc(-c2nc(N3CCCCC3)no2)c1	-4	-54	-73	1	-3	0	0.4	3	-318	-317	-80
COn1c2c(c3c4no[n+]([O-])c4ccc31)CCCC2	-5	9	-6	-1	7	5	2.5	-17	4	11	4
O=C(Nc1ccc(F)cc1F)C1CCN(c2ncnc3c2sc2cccc(F)c23)CC1	-8	14	-83	-5	-23	-2	-0.4	/	11	14	15
CCCCC1(C)OC(=O)C(=Cc2ccc(SC)cc2)C(=O)O1 (configuration not stated)	-5	-6	-27	0	1	3	0.0	4	16	20	6
COc1ccc(C(=O)O/N=C/c2c(C(F)(F)F)nn(C)c2SCc2ccccc2Cl)cc1	-4	83	10	2	-2	2	-2.5	-4	33	-58	13
CCOC(=O)c1cnn(CCOC(=O)Cc2cccs2)c1NC(=O)Cc1cccs1	-5	-31	8	0	3	4	-2.0	-2	8	10	-8
C[C@@H]1CN([C@H](C)CO)C(=O)c2cc(C#CC3CCCCC3)cnc2O[C@H]1CN(C)Cc1cccnc1	-9	1	-25	-1	6	/	0.2	1	-19	4	/
Cc1ccc(NC(=O)COC(=O)C2(c3ccc(Cl)cc3)CCCC2)cc1	-14	26	27	-3	-14	-3	0.8	7	17	0	3
Cc1cc(C(C)(C)C)ccc1NC(=O)CC(C)(C)CC(=O)O	-4	-19	-92	2	-3	-1	-0.6	-3	-38	-120	-13
O=C(Nc1ccc2c(c1)CCCN2C(=O)c1ccccc1)c1ccccc1Br	-1	2	12	-2	2	-2	-0.2	-3	-2	-61	-11
COc1ccc(CC(=O)OC(C)C(=O)Nc2ccc(S(N)(=O)=O)cc2)cc1 (configuration not stated)	-5	10	-34	3	-6	-2	-0.5	-1	-12	-3	-1
COc1cccc(NC(=O)CN(C)C(=O)c2cc(C3CC3)nn2-c2ccccc2)c1	-2	1	11	-6	1	1	2.8	2	5	-1	15
CCCCCCn1c(-c2cccs2)n[nH]c1=S	-4	-1	21	-3	-11	7	-1.3	2	15	16	5
Cn1c(=O)c2cc(NC(=O)Cc3cccc4ccccc34)ccc2n1-c1ccccc1	-5	7	-48	-4	-4	/	1.9	0	8	-4	/
O=C(N/N=C1/SCC(=O)N1Cc1ccco1)c1ccccc1F	-5	16	-8	0	9	2	4.3	1	4	-2	-2
CCCCN1CN(Cc2ccccc2)CNC1=S	-6	3	10	-4	1	4	-0.8	12	18	8	2
N#CCC(=O)N/N=C\c1ccccc1OC/C=C/c1ccccc1	/	-82	-65	-7	-4	3	0.9	-5	-348	-206	-20
Cc1ccc(-n2ncc3c(N4CCCC(C)C4)ncnc32)c(C)c1 (configuration not stated)	-7	-33	-131	5	-28	0	-1.4	-2	-329	-267	/
Cc1ccc(NC(=S)Nc2ccc(C(C)C)cc2)cc1S(=O)(=O)N1CCCCCC1	-5	26	-22	4	-28	2	-1.1	3	19	-91	31
Cc1cc(C)n(-c2ccc(Cl)c(C(=O)OCC(=O)N3CCCCC3C)n2)n1 (configuration not stated)	-1	-2	-30	0	-15	3	8.2	-11	-1	-1	-1
COc1cccc(N(CC(=O)NC2CCCCC2)C(=O)c2snc(C(N)=O)c2N)c1	-3	0	-12	-4	4	0	-0.2	-8	7	-14	2
O=C(O)C1CCN(S(=O)(=O)c2ccc3c(c2)OCCCO3)CC1	15	-1	-22	1	2	3	0.2	4	-1	15	3
COc1ccc(-c2cc(C(F)(F)F)c(C#N)c(SCC(=O)Nc3nc(C)co3)n2)cc1	-11	1	3	1	-4	4	-1.7	0	57*	-13	-1
CN(C)C(=S)NC(=O)C12CC3CC(C)(CC(C)(C3)C1)C2	-4	-2	-12	4	0	1	-0.6	0	1	23	-4
COCCC(=O)N1CCC(Oc2ccc(C(=O)N3C[C@H]4CC[C@H]3C4)cc2)CC1	-2	8	-13	1	2	3	0.3	8	-2	-1	-5
Nc1c(C(=O)C2CC2)sc2nc3c(cc12)CCC3	-7	-68	-130	-1	-6	0	-0.6	3	-314	-339	-113
COc1cccc(-c2n[nH]nc2C2=CC(=O)C[C@H](c3ccc(F)cc3)C2)c1	-6	28	-21	22*	4	/	-0.8	8	22	11	/
COc1ccc(OC)c(NC(=O)COc2ccc(Br)cc2)c1	-22	14	-2	-3	-4	0	-0.7	-16	-17	-27	-1

Among those listed so far, these contain a nitro group on carbon.
SMILES	CaV13 FRET inh	Shn3 3UTR inh	NR2E3 ag-1	HTR2A ag	H9c2 protect	NR2E3 ag-2	iPSC survival up	PDI inh	Peg3 promoter	HIF-2a inh	TRPM1 prom inh
O=C1c2cccnc2C(=O)N1c1cccc([N+](=O)[O-])c1	-21	1	7	1	0	-3	0.0	11	4	17	-14
O=C(NC(=S)Nc1ccccc1[N+](=O)[O-])c1ccccc1	1	-26	-75	-4	-9	1	-0.2	-4	-185	-312	-60

(cont.)
SMILES	CaV13 FRET inh	Shn3 3UTR inh	NR2E3 ag-1	HTR2A ag	H9c2 protect	NR2E3 ag-2	iPSC survival up	PDI inh	Peg3 promoter	HIF-2a inh	TRPM1 prom inh
O=C(CCS(=O)(=O)c1ccc(Cl)cc1)Oc1ccc2c(c1)OCO2	/	-3	-15	6	-4	0	-2.0	6	5	4	-3
C/C=C/COC(=O)C1=C(C)NC(=O)NC1c1ccc2c(c1)OCO2 (configuration not stated)	-20	6	-29	-3	-1	4	0.3	7	7	18	1
Cc1ccc(NC(=O)COc2coc(CN3CCc4ccccc4C3)cc2=O)c(C)c1	-6	3	-9	2	3	-2	-0.5	-3	20	23	6
C[C@@H]1CN([C@@H](C)CO)C(=O)CCCn2nncc2CO[C@H]1CN(C)C(=O)c1cc(-c2ccccc2)on1	-7	8	3	1	1	/	0.1	-1	-2	10	/
CCCOC(=O)c1c(NC(=O)CCCn2nc([N+](=O)[O-])cc2C)sc(C(=O)OC)c1C	-2	-18	-19	0	-4	2	0.2	0	4	18	-6
CCOc1ccccc1CNC(=O)C1CCCN(c2nnc(C)c3c(C)n(-c4ccccc4)nc23)C1 (configuration not stated)	-6	58	-48	2	-13	-10	0.3	11	55*	11	81*
COc1ccccc1N1CCN(C(=O)CN(CCc2ccccc2)S(C)(=O)=O)CC1	-13	28	0	0	-1	2	-1.1	11	8	-10	7
Cc1ccc2nc(Nc3ccccc3)cc(C)c2c1	-2	-27	-38	-2	-16	3	0.1	-17	-171	-216	-13
CCn1cc(CN2CCc3c([nH]c4ccccc34)C2c2cccc(O)c2)c(C)n1 (configuration not stated)	1	-14	-28	0	-4	-1	-0.5	5	18	15	29
CCN(CC)CC#CCC(O)(c1ccccc1)C1CCCC1 (configuration not stated)	-9	18	-11	-3	-4	4	0.9	1	-5	-11	-10
CSCCC(NC(=O)c1cccc(C)c1)C(=O)O (configuration not stated)	-5	11	-26	0	6	-4	-0.2	2	8	9	5
Oc1ccc(Nc2nc(N3CCCC3)c3ccccc3n2)cc1	-5	9	4	-9	-1	0	-1.0	-7	100*	46*	28
COc1ccc(-c2noc(CN(C)C3CCOCC3)n2)cc1	1	-18	-21	0	-3	0	-0.1	0	-32	-36	-12
CC(C)OCC(O)CN (configuration not stated)	-5	11	-14	0	-3	-4	-1.9	-6	0	-2	-1
Cc1oc2cc3oc(=O)c(CC(=O)NCC(=O)N[C@@H](C(=O)O)c4ccccc4)c(C)c3cc2c1C	/	-6	-10	1	1	2	-2.0	/	2	9	-9

Three entries out of the list above, ordered by their value in HIF-2a inh, ascending:
Molecule	HIF-2a inh
O=C(CCS(=O)(=O)c1ccc(Cl)cc1)Oc1ccc2c(c1)OCO2	4
Cc1oc2cc3oc(=O)c(CC(=O)NCC(=O)N[C@@H](C(=O)O)c4ccccc4)c(C)c3cc2c1C	9
C[C@@H]1CN([C@@H](C)CO)C(=O)CCCn2nncc2CO[C@H]1CN(C)C(=O)c1cc(-c2ccccc2)on1	10
